GPR7 antag: blocks human GPR7 receptor signaling; AID 1861; inhibition, % at 4.4 µM; 290,000 tested, 1.1% active; GPR7-expressing cells, fluorescence antagonist assay; P48145; in the data active means inhibition above about 16%, passing the limit was not always enough;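 further: cells stimulated with the agonist NPW; 0% = agonist with vehicle and 100% = vehicle without agonist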
Target sequence (P48145 whole entry, looked up): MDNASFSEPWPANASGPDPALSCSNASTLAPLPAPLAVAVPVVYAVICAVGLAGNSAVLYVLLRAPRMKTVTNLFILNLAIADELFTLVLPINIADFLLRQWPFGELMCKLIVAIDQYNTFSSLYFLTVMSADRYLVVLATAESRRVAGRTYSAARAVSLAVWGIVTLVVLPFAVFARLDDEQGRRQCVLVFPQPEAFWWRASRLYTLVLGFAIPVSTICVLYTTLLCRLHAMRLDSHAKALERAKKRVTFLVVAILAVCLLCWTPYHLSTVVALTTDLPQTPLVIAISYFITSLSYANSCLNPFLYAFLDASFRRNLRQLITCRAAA
PHOSPHO1 inh: blocks human PHOSPHO1 phosphatase activity; AID 1565; 290,000 tested, 1.1% active; Q8TCT1; inhibition, % at 13.3 µM; recombinant PHOSPHO1, absorbance phosphatase assay; in the data active means inhibition above about 60%
Target sequence (Q8TCT1 whole entry, looked up): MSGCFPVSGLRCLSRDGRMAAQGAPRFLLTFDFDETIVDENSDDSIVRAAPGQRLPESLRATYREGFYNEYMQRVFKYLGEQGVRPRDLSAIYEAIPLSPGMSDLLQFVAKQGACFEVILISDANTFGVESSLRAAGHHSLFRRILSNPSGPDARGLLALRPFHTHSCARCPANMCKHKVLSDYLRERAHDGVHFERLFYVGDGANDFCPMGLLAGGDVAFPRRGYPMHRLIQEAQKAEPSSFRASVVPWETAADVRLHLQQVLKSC
NALP1 inh: inhibitors of NALP1 inflammasome in yeast. S. cerevisiae NALP1/ASC/caspase-1 growth, X-gal OD620, 72 h. AID 2071. inhibition, % at 10 µM. 280,000 tested, 0.61% active; in the data active means inhibition mostly above about 24%, no sharp cut-off; inactive means mostly below about 32%; further: some compounds called inactive have numbers as strong as hits
IDE act: IDE (human) activation, cell-based. P14735. HEK cells, FAbeta-B cleavage, fluorescence polarization; 0% vehicle, 100% cell-free pure enzyme wells. activation, % at 5.96 µM. 340,000 tested, 0.073% active. AID 493087;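 active means activation above the mean of all tested compounds plus 3 SD, set per screening campaign, cut at about 17% in these data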
M18AAP inhibitor: PfM18AAP enzyme inhibition | recombinant PfM18AAP, H-Glu-NHMec fluorogenic cleavage | inhibition, % at 7.35 µM | 290,000 tested, 1.2% active;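 active means inhibition above the campaign mean inhibition over all tested compounds plus 3 SD, cut at about 28% in these data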;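 further: 0% = plate median of test compound wells and 100% = 2 mM ZnCl2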
IDE cell inh: cellular human IDE inhibition; HEK cells, FAbetaB cleavage, fluorescence polarization; 320,000 tested, 0.41% active; inhibition, % at 5.59 µM; AID 434962;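 active means percent inhibition above the average of all tested compounds plus 3 SD, set per screening campaign, cut at about 16% in these data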;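 further: IDE supplied by intact live HEK cells; FP after avidin binding of uncleaved biotin substrate so inhibition keeps polarization high; 0% = DMSO wells and 100% = 60 µM reference IDE inhibitor Ii1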
IMP-1 inh: inhibitors of Pseudomonas aeruginosa IMP-1 metallo-beta-lactamase | purified IMP-1, nitrocefin hydrolysis, epi-absorbance fluorescence | inhibition, % at 5.6 µM | 290,000 tested, 0.45% active | AID 1556;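 active means inhibition above the mean plus 3 SD of all compounds in the same screening run, cut at about 4.5% in these data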;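 further: 0% = IMP-1 with DMSO and 100% = DMSO wells lacking enzyme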
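System: purified IMP-1 / Input: IMP-1 dispensed at 0.2 nM / Medium: 50 mM HEPES pH 7.1, 50 µM ZnSO4, 0.05% Brij 35 / Timing: 15 min enzyme–compound preincubation, then 25 min nitrocefin reaction, 25 °C / Technique: plate fluorescence quenching by hydrolysis product, ex 480/em 530 nm / Repeats: singlicate testing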
VIM-2 inhibitor: inhibitors of Pseudomonas aeruginosa VIM-2 metallo-beta-lactamase; purified VIM-2, nitrocefin hydrolysis, epi-absorbance fluorescence; inhibition, % at 5.6 µM; 290,000 tested, 0.89% active;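 active means inhibition above the mean of all tested compounds plus 3 SD, cutoff set per screening run, cut at about 7.5% in these data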;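 further: red hydrolysis product quenches plate fluorescence so inhibitors raise well fluorescence; 0% = enzyme with DMSO and 100% = DMSO without enzyme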
pCIP destab: p/CIP protein destabilization; F442A p/CIP-EGFP cells, EGFP fluorescence, 16 h; decrease of EGFP signal, % at 10 µM; 290,000 tested, 0.01% active; AID 1984;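 active means EGFP signal decrease of at least 30% at 10 µM or well 3 SD below plate mean, unless failing retest; inactive means the rest, including hits failing retest or dose response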; further: some compounds called inactive have numbers as strong as hits; many of its hits are not listed in these tables
An asterisk follows results filed as active; . = no result given; & = joins results of further samples.

Each structure is followed by: GPR7 antag, PHOSPHO1 inh, NALP1 inh, IDE act, M18AAP inhibitor, IDE cell inh, IMP-1 inh, VIM-2 inhibitor, pCIP destab
COC(=O)Oc1cncc(C(=O)O)c1
 : -2, 11, 0, 7, 6, 0, -4.3, 0.4, -11
Cc1ccc(S(=O)(=O)N2CCN(C(=O)Cc3ccsc3)CC2)c(C)c1
 : -3, 33, 12, 3, -5, 0, -0.5, -0.8, 0
CC1=C(C(=O)Nc2ccccc2)C(c2cccnc2)n2nc(-c3cccnc3)nc2N1 (configuration not stated)
 : -4, -2, 2, 5, 2, -6, -2.6, -3.0, -1
COc1ccc(N(CC(=O)Nc2cc(C)ccc2C)S(=O)(=O)c2c(C)nn(C)c2C)cc1
 : -6, -50, 21, 9, 1, 0, -2.8, -3.1, -3
O=C(Cn1nnc(-c2ccccc2)n1)NNC(=O)c1ccc(Br)cc1
 : -4, 15, -1, 6, -9, -8, -0.9, -1.1, 14
O=C(c1ccc(F)cc1)N1CCOCC1
 : -3, 47, 26*, -4, -5, 3, -3.9, -5.2, -7
O=C(CCC(=O)c1ccc(Oc2ccccc2)cc1)Nc1cccc(Cl)c1
 : -5, -4, 12, 4, 5, 1, -4.6, -1.5, -10
O=C1CCN(Cc2ccccc2)C(=O)N1c1ccccc1
 : -5, 1, 7, 1, 1, 15, 2.0, -0.9, 5
CCOC(=O)/C(C#N)=N\Nc1ccc(S(=O)(=O)Nc2nc(C)cc(C)n2)cc1
 : -9, -11, 26, 4, 3, -2, -2.9, -4.4, -13
O=S(=O)(/C=C/c1ccccc1)Nc1ccc(N2CCOCC2)cc1
 : -3, -39, 6, -2, -4, 4, -5.7, -4.6, -13
Cc1nc(-c2ccncc2)sc1C(=O)Nc1ccc(Br)cc1
 : -1, -26, 10, 5, -5, 1, -0.6, -0.4, 4
COc1ccccc1-c1nc(-c2ccccn2)no1
 : 10, -3, 10, 1, -3, -1, 0.2, 1.3, 5
N#Cc1c2n(cnc1=O)CCCCC2
 : 5, -74, -7, 5, -11, -2, -0.8, -2.8, 11
CCc1c(C)nc2nc(SCc3ccccc3Cl)[nH]n2c1=O
 : -11, 13, -1, 5, -8, 6, -1.4, -2.1, 7
CC1CN(c2nn3c(=O)c4ccccc4nc3c3ccccc23)CC(C)O1 (configuration not stated)
 : -8, 18, 30, 1, -2, 6, -0.9, 4.7, 2
COc1ccc(Cn2ccc(=O)c(Cc3c(Cl)cccc3Cl)c2C)cc1
 : 8, 4, 7, -5, -29, 0, -3.6, -1.2, -4
COc1cc(OC)cc(C(=O)NN2CCCCC2)c1
 : -4, -16, ., 1, -3, 8, -0.2, 2.1, -9
CC(=O)NC1=NN(C(C)=O)C(C)(c2ccc(Cl)s2)S1 (configuration not stated)
 : -4, -9, 15, 0, 5, 3, -2.2, -1.9, 1
Cc1nnc(SCCC(=O)Nc2ccc(F)cc2)s1
 : -2, 5, 15, 0, 0, 12, -2.9, -4.0, -7
COc1ccc(C2=Nn3c(nnc3-c3ccc(OC)cc3)SC2)cc1
 : 2, -7, 21, -3, -4, 2, -2.3, -0.9, -12
COc1cccc(Cl)c1NC(=O)N1CCc2c([nH]c3ccccc23)C1C(F)(F)F (configuration not stated)
 : -25, 39, -2, 12, -3, 1, -0.9, -1.5, -9
CC(=O)c1cccc(CN2CCC(C(=O)Nc3ccc(-c4cccc(C)c4)cc3)CC2)c1
 : 14, ., -6, 0, -7, -3, -0.9, -1.4, 4
Cc1nnn(-c2nonc2N)c1C(=O)N/N=C/c1cccc2ccccc12
 : 3, -12, 31, 0, -1, -5, -2.8, -3.2, -9
C=CCn1c2ccccc2c2nnc(SC(CC)C(=O)Nc3sc4c(c3C#N)CCCC4)nc21 (configuration not stated)
 : -8, 32, 7, 5, 2, 5, -1.5, -0.6, -7
Cc1cc(NN)nc(NS(=O)(=O)c2ccc(Cl)cc2)n1
 : -17, 27, -18, 8, 37*, -5, -1.6, -2.5, -6
COc1cc(Cl)c(S(=O)(=O)N2CCOCC2)cc1Cl
 : -10, 3, ., 2, 5, -2, -3.6, -3.2, -19
O=C(NC1CCCc2c1cnn2-c1ccccc1F)c1ccccc1N1CCOCC1 (configuration not stated)
 : -12, 27, 9, -3, 0, 1, -1.3, -0.1, -8
Cc1ccc2c(c1)NCC(C(=O)NCc1ccccc1)O2 (configuration not stated)
 : -8, -1, 30, 7, 5, 6, -0.1, -0.2, 8
CCCCCCc1cc2cc(S(=O)(=O)c3ccc(F)c(Cl)c3)c(=O)oc2cc1O
 : -5, 6, 13, 3, -12, 2, -3.3, -2.5, 12
O=C(Cc1ccc2c(c1)OCCO2)N1CCN(S(=O)(=O)c2cccc(C(F)(F)F)c2)CC1
 : -6, -1, 0, -1, -1, 7, -2.5, -1.9, -5
Cc1nn(CC(=O)N2CCc3ccccc3C2)c(C)c1Cl
 : -7, 48, 17, 2, -5, -4, -2.0, -0.9, 3
CC(=O)CC(c1ccccc1)c1c(O)c2ccccc2oc1=O (configuration not stated)
 : -18&-11, 41&20, 32&-2, 7&5&-3, 3&12, -1&1&-3, -2.2&-1.0, 0.6&-1.4, 4&6
O=C(CSc1ncc(-c2ccccc2)n1CC1CCCO1)N1CCCCC1 (configuration not stated)
 : -10, 43, 14, 0, -7, 3, -4.0, -3.2, 1
O=C(Cc1ccc(-c2ccccc2)cc1)Nc1ccccc1
 : 16, 6, 11, 4, 2, 2, 1.7, -0.5, -27
C/C(=N\NC(=O)c1cccs1)c1ccncc1
 : -5, 7, 9, 2, -7, 3, -1.9, 3.8, -6
O=C(CCN1C(=O)S/C(=C/c2ccccc2)C1=O)Nc1ccc(O)c(C(=O)O)c1
 : 5, -20, 13, 1, 11, 6, -0.8, 1.3, 11
CC1CCN(C(=O)Cn2nnnc2CN2CCOCC2)CC1
 : -11, 48, 5, 8, 1, -1, -0.8, -1.4, 3
Cc1csc(Nc2ccc(Cl)cc2)n1
 : -13, 44, 5, -1, -3, -4, -0.7, -0.5, -6
O=[N+]([O-])c1cc([N+](=O)[O-])c(N2CCCCCC2)cc1NCCO
 : -4, 3, 20, 14, 6, 2, -1.4, 0.3, -9
Cc1ccc(Cn2c(O)c(N=NC(=S)Nc3ccccc3F)c3ccccc32)cc1
 : -10, -19, 3, 4, -4, 2, -2.1, -2.9, 7
O=C(CN1CCN(c2ccccc2)CC1)Nc1ccccc1C(F)(F)F
 : 3, -13, 17, 1, -6, 2, -1.0, -1.5, -4
Cc1cc(C)nc(N(C#N)CN2C(=O)c3ccccc3S2(=O)=O)n1
 : -10, -6, -1, 3, -3, 5, 8.8*, 4.0, -2
Cc1cccc(-c2nc3ccccc3c(=O)n2N)c1
 : -8, 28, -4, 7, 1, 1, -2.2, -1.8, -9
O=C(NCC1CCN(c2ccc(S(=O)(=O)N3CCOCC3)cc2)CC1)Nc1ccccc1
 : 1, 23, 17, 0, -4, 5, -1.1, -3.0, 0
Cc1ncoc1C(=O)Nc1cccc(Cl)c1
 : -11, -7, 18, 1, -2, 1, -2.1, -2.5, -22

An excerpt taken from the entries so far:
Each structure is followed by: GPR7 antag, PHOSPHO1 inh, NALP1 inh, IDE act, M18AAP inhibitor, IDE cell inh, IMP-1 inh, VIM-2 inhibitor, pCIP destab
COC(=O)Oc1cncc(C(=O)O)c1
 : -2, 11, 0, 7, 6, 0, -4.3, 0.4, -11
Cc1ccc(S(=O)(=O)N2CCN(C(=O)Cc3ccsc3)CC2)c(C)c1
 : -3, 33, 12, 3, -5, 0, -0.5, -0.8, 0

Carrying on:
Each structure is followed by: GPR7 antag, PHOSPHO1 inh, NALP1 inh, IDE act, M18AAP inhibitor, IDE cell inh, IMP-1 inh, VIM-2 inhibitor, pCIP destab
CCN(CC)c1nc(N2CCOCC2)nc2ccccc12
 : 1, -8, -70, 1, 7, 0, -1.4, 5.8, -15
CCOC(=O)N1CCC(N2CCN(C3CCCC3)C(CCO)C2)CC1 (configuration not stated)
 : -21, 18, 4, 5, 4, -2, -3.0, -2.5, -15
CCN1C(=O)c2cccc3c(S(=O)(=O)Nc4ccccc4)ccc1c23
 : -16, 23, 6, 4, 6, 6, -2.4, -2.6, -14
COc1ccccc1CNC(=O)[C@H](Cc1c[nH]c2ccccc12)NC(=O)[C@@H]1Cc2ccccc2CN1
 : -2, 34, 19, 4, -3, -5, -3.1, -0.6, -1
Cc1c(C(=O)C(=O)NCCc2ccc(S(N)(=O)=O)cc2)c2ccccc2n1C
 : -7, 0, 29, 1, 2, 6, -2.4, -1.0, -24
O=C(Nc1cccc(F)c1)[C@@H]1CCCN1
 : -15, ., -12, -1, 3, -1, -2.0, 0.3, -15

Grouped by structure: the compounds so far with a Cl atom
Each structure is followed by: GPR7 antag, PHOSPHO1 inh, NALP1 inh, IDE act, M18AAP inhibitor, IDE cell inh, IMP-1 inh, VIM-2 inhibitor, pCIP destab
O=C(CCC(=O)c1ccc(Oc2ccccc2)cc1)Nc1cccc(Cl)c1
 : -5, -4, 12, 4, 5, 1, -4.6, -1.5, -10
CCc1c(C)nc2nc(SCc3ccccc3Cl)[nH]n2c1=O
 : -11, 13, -1, 5, -8, 6, -1.4, -2.1, 7
COc1ccc(Cn2ccc(=O)c(Cc3c(Cl)cccc3Cl)c2C)cc1
 : 8, 4, 7, -5, -29, 0, -3.6, -1.2, -4
CC(=O)NC1=NN(C(C)=O)C(C)(c2ccc(Cl)s2)S1 (configuration not stated)
 : -4, -9, 15, 0, 5, 3, -2.2, -1.9, 1
COc1cccc(Cl)c1NC(=O)N1CCc2c([nH]c3ccccc23)C1C(F)(F)F (configuration not stated)
 : -25, 39, -2, 12, -3, 1, -0.9, -1.5, -9
Cc1cc(NN)nc(NS(=O)(=O)c2ccc(Cl)cc2)n1
 : -17, 27, -18, 8, 37*, -5, -1.6, -2.5, -6
COc1cc(Cl)c(S(=O)(=O)N2CCOCC2)cc1Cl
 : -10, 3, ., 2, 5, -2, -3.6, -3.2, -19
CCCCCCc1cc2cc(S(=O)(=O)c3ccc(F)c(Cl)c3)c(=O)oc2cc1O
 : -5, 6, 13, 3, -12, 2, -3.3, -2.5, 12
Cc1nn(CC(=O)N2CCc3ccccc3C2)c(C)c1Cl
 : -7, 48, 17, 2, -5, -4, -2.0, -0.9, 3
Cc1csc(Nc2ccc(Cl)cc2)n1
 : -13, 44, 5, -1, -3, -4, -0.7, -0.5, -6
Cc1ncoc1C(=O)Nc1cccc(Cl)c1
 : -11, -7, 18, 1, -2, 1, -2.1, -2.5, -22

Bioassay records: PubChem, several laboratories

Compounds as they come, and some 5.3% of all compounds hit somewhere here.
